# Bioassay records: PubChem, National Center for Advancing Translational Sciences (NCATS)
# PTAP TSG101 blk: blocks PTAP/TSG101 interaction to inhibit HIV-1 budding; Q99816; Fluorescence polarization, FITC-PTAP peptide / Tsg101 binding; Potency, µM (doses to about 115 µM), inactives show top-dose activity change, negative = inhibition, most hits filed as inhibitors; 340,000 tested, under 10 active; AID 493005; active = well fitted inhibition curve with a large enough effect in the main read-out, with a control signal flat, not every such curve was filed as active; inconclusive = small, poorly fitted or top-dose-only effect, or effect the other way, or a change in a side signal; inactive = no such curve, though single readings can be large or run the other way; note: potency is the fitted concentration of half-maximal effect; % of control where 0% means no effect
#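 Fluorescence anisotropy tracks displacement of a FITC-tagged PTAP peptide (50 nM) from the Tsg101 binding domain (10 uM), following a 20 min room-temperature incubation at pH 7.5.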
# ELG1 genotox: inducers of genotoxicity in HEK293T ELG1-luciferase cells; HEK293T ELG1-luciferase reporter, luminescence, 16 h; Potency, µM (top dose mostly 46 µM), without a hit: top-dose activity change, positive = activation, actives largely listed as activators; 330,000 tested, 1.3% active; AID 504466; note: potency is the fitted concentration of half-maximal effect; % of control where 0% means no effect; nearly all actives have a fitted effect of over 60% in size
#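 HEK293T cells expressing luciferase-tagged ELG1 were exposed to compound or DMSO vehicle for 16 hr at 37 °C and 5% CO2. Luciferase activity was then measured with ONE-Glo after 30 min at room temperature.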
# B2AR arrestin: beta2AR (human) beta-arrestin recruitment activity; Potency, µM (series often up to 46.1 µM), inactives show at the top dose activation, hits mostly activators; 330,000 tested, 0.02% active; beta-arrestin recruitment to beta2AR, cell-based reporter;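 note: potency is the fitted concentration of half-maximal effect; 0% = DMSO controls and full agonism = EC100 isoproterenol or metaproterenol; nearly all actives have a fitted effect of over 65% in size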
# Target sequence (P07550 whole entry, looked up): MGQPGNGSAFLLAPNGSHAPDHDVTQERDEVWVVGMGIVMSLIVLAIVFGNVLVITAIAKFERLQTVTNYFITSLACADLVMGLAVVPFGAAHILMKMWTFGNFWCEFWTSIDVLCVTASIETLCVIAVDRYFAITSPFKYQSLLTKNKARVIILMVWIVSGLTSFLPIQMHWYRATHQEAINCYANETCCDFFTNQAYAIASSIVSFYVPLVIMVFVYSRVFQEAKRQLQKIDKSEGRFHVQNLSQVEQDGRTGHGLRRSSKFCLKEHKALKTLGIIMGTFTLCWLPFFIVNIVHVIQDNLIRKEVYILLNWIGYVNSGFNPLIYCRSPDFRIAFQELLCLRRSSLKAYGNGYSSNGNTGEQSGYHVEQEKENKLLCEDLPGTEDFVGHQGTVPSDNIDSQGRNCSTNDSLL
# Eya2 inh: blocks the phosphatase activity of human Eya2; O00167; recombinant Eya2, OMFP fluorescence dephosphorylation (OMFP is methylfluorescein phosphate); Potency, µM (top dose mostly 76.9 µM), inactives show at the highest dose activity, negative = inhibition, usual class: inhibitors; 330,000 tested, 0.006% active; AID 488837; note: potency is the fitted concentration of half-maximal effect; % is set by controls: 0 for no effect and ±100 for the full control effect
#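 Eya2 protein (added as 0.2 uM solution) was preincubated with compound for 10 min at ambient temperature in 50 mM HEPES pH 7.5, 50 mM NaCl, 5 uM MgCl2, 0.05% BSA, 1 mM DTT. OMFP (added at 50 uM) then reacted 10 min; fluorescence read at 485/525 nm.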
# BRCA1 expr act: BRCA1 expression activation. MCF7-BRCA1-FFLuc reporter, luminescence, 48 h; response scale: scaled: vehicle 0%, 10 µM genistein 100%. Potency, µM (highest dose often 46.1 µM), for the others: at the highest dose activation, most hits filed as activators. 380,000 tested, 1.1% active. AID 624202; note: potency is the fitted concentration of half-maximal effect; nearly all actives have a fitted effect of over 80% in size; some results filed as inactive show a strong effect at the top dose
#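 Compounds are tested at multiple concentrations on MCF7 BRCA1-luciferase reporter cells seeded at 2000 per well; after 48 h, a single luminescence end-point is taken and curves fitted to the normalized data.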
# USP2a block: USP2a (human) protease inhibition | O75604 | USP2 core, Ub-CHOP2 coupled fluorogenic reporter, 485/531 | Potency, µM (highest dose often 38.3 µM), for inactives: at the top dose activity change, negative = inhibition, most hits filed as inhibitors | 330,000 tested, 0.01% active | AID 463254;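 note: potency is the fitted concentration of half-maximal effect; plate controls were DMSO wells for no effect and full inhibition by NEM control for full effect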
#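 Cell-free coupled assay: 10nM USP2 core preincubated 30min RT with compound in Tris-HCl pH 8.0/CaCl2/CHAPS buffer, then 25nM Ub-CHOP2 and 25nM reporter substrate; fluorescence (Ex 485/Em 531) read after 60min RT, normalized to NEM inhibition, concentration-response curves fitted.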
# uPA surface inh: blocks generation of uPA at the cell surface; cell surface uPA generation assay, qHTS; Potency, µM (doses to about 38.3 µM), for inactives: top-dose activity change, negative = inhibition, actives largely listed as inhibitors; 330,000 tested, 0.31% active; AID 540303; active = well fitted inhibition curve with a large enough effect; inconclusive = small, poorly fitted or top-dose-only effect; inactive = no such curve, though single readings can be large or run the other way; tested in mouse RAW 264.7 cells; note: potency is the fitted concentration of half-maximal effect; % is set by controls: 0 for no effect and ±100 for the full control effect; nearly all actives have a fitted effect of over 55% in size
# ASM inhibitor: blocks human secretory acid sphingomyelinase. P17405. placental ASM, HMU-PC fluorogenic substrate, 60 min. Potency, µM (highest dose often 57.5 µM), without a hit: top-dose activity change, negative = inhibition, actives largely listed as inhibitors. 340,000 tested, 0.006% active; note: potency is the fitted concentration of half-maximal effect
# Target sequence (P17405 47-631 limits assumed): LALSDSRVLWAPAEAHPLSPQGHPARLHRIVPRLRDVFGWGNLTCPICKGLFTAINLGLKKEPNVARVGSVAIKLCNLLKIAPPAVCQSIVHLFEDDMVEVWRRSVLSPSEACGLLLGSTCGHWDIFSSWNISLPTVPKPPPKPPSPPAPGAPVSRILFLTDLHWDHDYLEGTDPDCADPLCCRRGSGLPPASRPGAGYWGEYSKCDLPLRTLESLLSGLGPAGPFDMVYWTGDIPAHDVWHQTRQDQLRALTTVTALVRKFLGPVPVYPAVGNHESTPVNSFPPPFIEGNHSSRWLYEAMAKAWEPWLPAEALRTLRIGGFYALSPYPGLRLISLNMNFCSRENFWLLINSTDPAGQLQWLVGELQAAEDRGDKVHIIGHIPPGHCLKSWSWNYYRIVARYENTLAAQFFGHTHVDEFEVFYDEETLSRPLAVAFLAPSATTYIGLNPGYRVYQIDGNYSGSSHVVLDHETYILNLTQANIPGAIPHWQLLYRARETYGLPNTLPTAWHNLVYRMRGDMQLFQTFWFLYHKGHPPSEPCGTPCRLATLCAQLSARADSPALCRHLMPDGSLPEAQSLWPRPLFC
#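 Fluorescence read-out (Ex 386 nm, Em 447 nm) after stopping the reaction at pH 10. Enzyme: ASM from human placenta; substrate HMU-PC0, 9 uM final; 60 min, 37 °C. Compound preincubation 10 min, ambient temperature.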
# p53 reactivator: mutant p53 re-activation in reporter cells. Potency, µM (doses to about 92.2 µM), inactives show at the highest dose activity change, positive = activation, most hits filed as activators. 320,000 tested, 0.063% active. H1299 p53-A138V BP100-luciferase reporter, luminescence, 24 h. AID 504706; note: potency is the fitted concentration of half-maximal effect; % of control where 0% means no effect; nearly all actives have a fitted effect of over 45% in size
#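 H1299 (p53-null), stable ts p53-A138V + BP100-Luc; 1000 cells/well, Opti-MEM/10% FBS; cpd 4 pt, 1:5; 24 h, 37 deg C, 5% CO2; detection reagent 10 min RT; luminescence.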
# TRPV1 agonist: activates the human vanilloid receptor TRPV1. Q8NER1. TRPV1-expressing cells, Fluo-8 calcium influx, agonist mode. activation, % at 8.33 µM. 320,000 tested, 0.19% active. AID 540275; in the data active = activation above about 80%; inconclusive = between about 30% and that limit; note: 0% is about no effect
#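 Fluo-8 calcium influx in TRPV1-expressing cells, kinetic read (ex 480/em 520 nm). Compound added and read 3 min for agonist activity, followed by capsaicin at EC20 final and 2 min further read for enhancement.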
# Integrin act MD: activators of alpha7 integrin expression for muscular dystrophy. alpha7betagal myoblasts, beta-gal FDG fluorescence, 48 h. Potency, µM (series often up to 38.3 µM), inactives show at the highest dose activation, hits mostly activators. 350,000 tested, 0.064% active. AID 624291;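 note: potency is the fitted concentration of half-maximal effect; 100% = response of the positive control SU9516; nearly all actives have a fitted effect of over 60% in size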
#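 Alpha7betagal+/- myoblasts (passage 13) were plated 16-24 hr, then exposed to compounds (1:260 dilution of DMSO stock) for 48 hours at 37C. After MPER lysis, β-galactosidase reporter activity was read as FDG fluorescence (ex 480/em 540) after 30 minutes.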
# Numbers without * were called inactive; ? = inconclusive; / = no result given; [ ] = remark or other dose. Unless noted, calls come from the whole dose curve; as a rule, active = well fitted curve in the direction sought with a large enough effect; inconclusive = small, poorly fitted or top-dose-only effect, or another doubt; inactive = no such curve, though single readings can be large; an effect the other way counts as inactive or inconclusive.
SMILES | PTAP TSG101 blk | ELG1 genotox | B2AR arrestin | Eya2 inh | BRCA1 expr act | USP2a block | uPA surface inh | ASM inhibitor | p53 reactivator | TRPV1 agonist | Integrin act MD
CC1CC(=O)N(CC(=O)Nc2ccc(Br)cc2)c2ccccc2S1(=O)=O (stereo unspecified) | -5% | -1% | -0.1% | -1% | -11% | 1% | 1% | -1% | -6% | 2 | -36%
COc1cc(OC)cc(/C(N)=N/O)c1 | -4% | -1% | 0.3% | 13% | 14% | 1% | 1% | 4% | 7% | -5 | 20%
CCOc1ccc(NC(=O)Cn2c(=O)oc3ccccc32)cc1 | -7% | 4% | 0.2% | 6% | 4% | 2% | 14% | 1% | 0% | -1 | -18%
COc1cccc(C(C)NC(=O)c2ccncc2)c1 (stereo unspecified) | 1% | 1% | 0.2% | -7% | 11% | 2% | -1% | 6% | -27% | 3 | 2%
Cc1ccccc1OCC(=O)NNC(=O)c1cc(S(=O)(=O)N(C)C)ccc1N1CCCC1 | 1% | -1% | 0.2% | -3% | -29% | 0% | -1% | 8% | -3% | 2 | 13%
CN(CC(=O)Nc1cccnc1Cl)S(=O)(=O)c1ccc(Cl)cc1 | 3% | -1% | 0.0% | 12% | -2% | -11% | 23% | 3% | -5% | 3 | -10%
O=C(COc1ccc(Cl)cc1)N1CCN(c2ncccn2)CC1 | -4% | 3% | 3.3% | -1% | 0% | 3% | 7% | 5% | 23% | -5 | 0%
CCOC(=O)Cc1cc(OC)c(OC)cc1Cc1cc(OC)c(OC)cc1CC(=O)OCC | -3% | -1% | -0.8% | 26% | -3% | -1% | -10% | 3% | -10% | 5 | 4%
CCOCCCN(C(=O)c1snc(C(N)=O)c1N)C(C(=O)NC1CCCC1)c1ccc(O)cc1 (stereo unspecified) | -4% | 3% | -1.2% | -8% | 1% | 1% | -4% | 18% | 1% | -3 | -37%
CCC(NC(=O)C1CCC1)c1ccc(C)cc1 (stereo unspecified) | -1% | -1% | -0.2% | 1% | -14% | 6% | -4% | 4% | 8% | 3 | 28%
CCOC(=O)c1c(C)[nH]c(N=Nc2ccc(OC)cc2)c1C | -6% | ? | -0.2% | -8% | 6.3µM* | 5% | -7% | -25% | 24% | 5 | 27%
COc1cccc(OC)c1C(=O)Nc1nc2cc3c(cc2s1)OCO3 | -3% | -3% | -0.3% | 0% | -18% | 9% | -1% | 3% | -2% | 5 | 12%
CCCn1c(SCC(=O)OCc2ccccc2)nc2c1c(=O)n(C)c(=O)n2C | -3% | -5% | -0.3% | -9% | 4% | 1% | / | 0% | 2% | 2 | 1%
O=C(COC(=O)c1ccc(O)cc1O)NC1CCCCCC1 | -7% | -1% | 0.1% | 4% | 1% | 1% | -29% | 0% | ? | 3 | 8%
Cc1cccc(C)c1N1CCN(CCn2c(=S)[nH]c3ccccc3c2=O)CC1 | -6% | 0% | -0.7% | -2% | 7% | -1% | ? | -3% | 6% | 25 | -23%
CC1=C(C(=O)NC2CC(C)(C)Cc3c2cnn3-c2cccc(F)c2)OCCO1 (stereo unspecified) | -2% | 1% | 0.1% | -10% | -28% | 1% | 3% | -2% | -4% | 1 | ?
CN(Cc1nc(Cc2cccc(F)c2)no1)CC1CCOCC1 | -5% | 1% | -0.2% | 0% | -7% | 2% | -6% | 3% | -2% | 1 | 3%
Cc1cccc(C)c1OCC(O)CN1CCc2ccccc2C1 (stereo unspecified) | 1% | / | / | / | -20% | / | 0% | -3% | / | / | -28%
Cc1ccc(C)c(NC(=O)CN(C)C(=O)CN2C(=O)C3CCCCC3C2=O)c1 (stereo unspecified) | -2% | -7% | -0.2% | -10% | -10% | 3% | -6% | / | 5% | 0 | 10%
CC12CCC(C(=O)NNc3ccccc3)(OC1=O)C2(C)C (stereo unspecified) | -4% | 11% | 0.4% | 8% | -3% | 3% | 3% | 8% | 9% | 1 | 2%
CN(C)C(CNC(=S)Nc1ccc(Cl)cc1)c1cccnc1 (stereo unspecified) | 2% | -1% | -0.1% | 9% | 1% | -1% | 1% | 9% | 8% | 1 | 0%
Cc1cc(C)cc(NC(=S)NCCc2ccc(S(N)(=O)=O)cc2)c1 | -3% | -1% | -1.5% | 2% | -13% | 2% | 4% | 5% | -7% | 5 | 0%
COc1ccc(NC(=O)CSc2nc3ccccc3c(=O)n2CCNC(C)=O)c(OC)c1 | -5% | 3% | -0.7% | 15% | -16% | -2% | 1% | 1% | 1% | -7 | -11%[7.66 µM]
COc1ccc(C(=O)COC(=O)Cn2c(C)csc2=O)c(OC)c1 | 0% | 9% | -0.4% | 4% | -5% | -3% | 6% | -2% | 13% | -3 | 11%
CC(=C\c1ccccc1)/C=C1/SC(=O)N(CCCC(=O)Nc2ccc(C(=O)O)cc2)C1=O | 1% | ? | -1.2% | 11% | -75% | 0% | -1% | -2% | 10% | 0 | -16%

# Given with values under each structure: entries from further up.
# Values in the order – PTAP TSG101 blk | ELG1 genotox | B2AR arrestin | Eya2 inh | BRCA1 expr act | USP2a block | uPA surface inh | ASM inhibitor | p53 reactivator | TRPV1 agonist | Integrin act MD
> CCOCCCN(C(=O)c1snc(C(N)=O)c1N)C(C(=O)NC1CCCC1)c1ccc(O)cc1 (stereo unspecified)
→ -4% | 3% | -1.2% | -8% | 1% | 1% | -4% | 18% | 1% | -3 | -37%
> CCC(NC(=O)C1CCC1)c1ccc(C)cc1 (stereo unspecified)
→ -1% | -1% | -0.2% | 1% | -14% | 6% | -4% | 4% | 8% | 3 | 28%
> CCOC(=O)c1c(C)[nH]c(N=Nc2ccc(OC)cc2)c1C
→ -6% | ? | -0.2% | -8% | 6.3µM* | 5% | -7% | -25% | 24% | 5 | 27%
> COc1cccc(OC)c1C(=O)Nc1nc2cc3c(cc2s1)OCO3
→ -3% | -3% | -0.3% | 0% | -18% | 9% | -1% | 3% | -2% | 5 | 12%
> CCCn1c(SCC(=O)OCc2ccccc2)nc2c1c(=O)n(C)c(=O)n2C
→ -3% | -5% | -0.3% | -9% | 4% | 1% | / | 0% | 2% | 2 | 1%
> O=C(COC(=O)c1ccc(O)cc1O)NC1CCCCCC1
→ -7% | -1% | 0.1% | 4% | 1% | 1% | -29% | 0% | ? | 3 | 8%
> Cc1cccc(C)c1N1CCN(CCn2c(=S)[nH]c3ccccc3c2=O)CC1
→ -6% | 0% | -0.7% | -2% | 7% | -1% | ? | -3% | 6% | 25 | -23%

# Next part:
SMILES | PTAP TSG101 blk | ELG1 genotox | B2AR arrestin | Eya2 inh | BRCA1 expr act | USP2a block | uPA surface inh | ASM inhibitor | p53 reactivator | TRPV1 agonist | Integrin act MD
CCCC(=O)C1=C(O)C(C(=O)OC)C(C)(C)CC1=Nc1ccc(OC)cc1 (stereo unspecified) | -4% | -7% | 0.1% | 4% | -2% | -1% | -6% | -2% | -3% | 1 | -22%
Clc1ccc(Cc2nc(-c3cccnc3)no2)cc1 | -15% | 8% | -0.6% | 7% | 26% | 2% | / | 0% | 10% | / | -19%
COc1ccc(CC2(CO)CCN(Cc3cnc(-c4ccccc4C)nc3)CC2)cc1 | -6% | -8% | 0.4% | -11% | 11% | -1% | 2% | -1% | 3% | 6 | -22%
C[C@H](CO)N1C[C@H](C)[C@@H](CN(C)S(C)(=O)=O)Oc2ccc(NC(=O)NC3CCCCC3)cc2C1=O | -5% | 1% | -0.2% | 6% | 0% | 0% | 13% | 5% | -1% | / | -22%
COC(=O)c1cc2occc2n1Cc1nc(-c2ccccc2F)oc1C | -2% | -5% | -0.1% | -3% | -6% | 2% | 14% | 2% | 2% | 8 | 18%
COc1ccc(CC(=O)NNC(=O)c2ccoc2C)cc1OC | -1% | 0% | -2.0% | ? | 1% | -10% | / | -1% | -1% | / | 17%
Cc1ccc(C(=O)c2sc(Nc3ccccc3)c(C#N)c2N)cc1 | 0% | -3% | 3.0% | -15% | -41% | -2% | -6% | ? | -17% | 10 | 13%
CC(=O)Nc1ccc(S(=O)(=O)NCc2ccc3[nH]c(C)cc3c2)cc1 | -4% | 23% | -0.1% | ? | -1% | 3% | 4% | 0% | 5% | 2 | 18%
CC(C)n1cnnc1SCC(=O)NC(=O)c1ccccc1 | -3% | 1% | -0.1% | -5% | -5% | 1% | 2% | 6% | -1% | -1 | 8%
Cc1ccc(NC(=O)COC(=O)C2CC(=O)N(Cc3ccccc3)C2)cc1F (stereo unspecified) | 0% | 4% | 0.0% | 3% | 0% | -1% | 1% | -7% | -5% | 2 | 2%
COc1ccc(S(=O)(=O)N2CCN(CC(O)COc3ccc(C#N)cc3)CC2)cc1OC (stereo unspecified) | 3% | -9% | -0.4% | -17% | -23% | 0% | -5% | 4% | -3% | -4 | -29%
